EPAC1 ag: agonists of human EPAC1; 360,000 compounds, 0.073% hits; EPAC1 agonist qHTS, biochemical assay; response scale: 100% = response to 6.5 mM cAMP; Potency, µM (top dose mostly 154 µM), without a hit: top-dose activation, usual class: activators; AID 720707; further: nearly all actives have a fitted effect of over 60% in size
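Read-out is the fluorescence drop as BODIPY-GDP leaves Rap1B (480 nm excitation, 540 nm emission), recorded every 5 minutes over 30 minutes. Reactions held 100 nM EPAC1, 250 nM Rap1B–BODIPY-GDP and 50 uM GDP, with 6.5 mM cAMP setting full activation.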
EPAC2 antagonist: EPAC2 (human) antagonism | Q8WZA2 | EPAC2 GEF exchange of Rap1B-BODIPY-GDP, fluorescence | Potency, µM (highest dose often 114 µM), without a hit: at the top dose activity, negative = inhibition, hits mostly inhibitors | 360,000 compounds, 0.18% hits | AID 720708; further: on the % scale 0 is the no-effect control and ±100 the full control effect; nearly all actives have a fitted effect of over 45% in size; many of its hits are not listed in these tables
PTHR1 agonist: agonists of human PTHR1 parathyroid hormone receptor | Q03431 | HEK293 GP2 PTHR1 cells, GloSensor cAMP luminescence, 1 h | Potency, µM (top dose mostly 115 µM), for inactives: at the top dose activation, usual class: activators | 410,000 compounds, 0.075% hits | AID 743266; further: nearly all actives have a fitted effect of over 55% in size; some results filed as inactive show a strong effect at the top dose; inactives centre near -15; many of its hits are not listed in these tables
Target sequence (Q03431 whole entry, looked up): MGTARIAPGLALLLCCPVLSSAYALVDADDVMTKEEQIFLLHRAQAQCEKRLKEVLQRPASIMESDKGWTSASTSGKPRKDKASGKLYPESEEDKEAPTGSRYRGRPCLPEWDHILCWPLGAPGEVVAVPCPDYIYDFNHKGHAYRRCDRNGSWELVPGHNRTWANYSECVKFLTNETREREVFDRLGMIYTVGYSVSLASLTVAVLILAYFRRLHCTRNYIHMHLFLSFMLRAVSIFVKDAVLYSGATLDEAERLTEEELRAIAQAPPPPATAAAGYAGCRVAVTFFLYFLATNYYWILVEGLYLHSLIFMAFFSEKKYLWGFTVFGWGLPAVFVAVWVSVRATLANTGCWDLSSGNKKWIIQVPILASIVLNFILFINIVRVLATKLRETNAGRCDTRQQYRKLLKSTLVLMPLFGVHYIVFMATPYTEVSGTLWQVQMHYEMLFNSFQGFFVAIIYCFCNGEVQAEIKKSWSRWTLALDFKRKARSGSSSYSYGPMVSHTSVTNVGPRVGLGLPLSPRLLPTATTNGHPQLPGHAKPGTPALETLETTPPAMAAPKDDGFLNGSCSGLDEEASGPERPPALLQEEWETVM
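HEK-293-derived GP2 cells expressing PTHR1 and a GloSensor cAMP reporter, 3,000/well, plated overnight, given luciferin plus IBMX (each 0.5 mM as added) for 1 h at 37 °C, then compound for 1 h at 37 °C. Luminescence was read after 15 min at room temperature.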
EPAC1 antagonist: antagonists of human EPAC1. EPAC1 GEF assay, Rap1b-BODIPY-GDP exchange fluorescence. O95398. Potency, µM (highest dose often 115 µM), without a hit: at the top dose activity change, negative = inhibition, hits mostly inhibitors. 360,000 compounds, 0.14% hits. AID 720709;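 further: plate controls were vehicle for no effect and positive control for full effect; nearly all actives have a fitted effect of over 50% in size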
aSyn yeast inh: rescues yeast growth from alpha-synuclein toxicity; Yeast expressing alpha-synuclein, growth rescue, BacTiter-Glo, 24 h; Potency, µM (highest dose often 46.1 µM), for the others: at the highest dose growth rescue (activation), hits mostly activators; 370,000 compounds, 0.14% hits; AID 652106; further: % of control where 0% means no effect; nearly all actives have a fitted effect of over 65% in size
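Galactose-induced alpha-syn yeast (OD600=0.02, raffinose-pregrown) + pinned cpd, 24 hr, 30 deg C; growth by BacTiter-Glo luminescence. Growth restoration scores as activation.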
TDP-43 yeast inh: inhibitors of TDP-43 toxicity in yeast. TDP-43 expressing yeast growth rescue, BacTiter-Glo, 24 h. Potency, µM (doses to about 46.1 µM), without a hit: at the highest dose growth rescue (activation), hits mostly activators. 410,000 compounds, 1.8% hits. AID 652104; further: % of control where 0% means no effect; nearly all actives have a fitted effect of over 50% in size
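In this qHTS, compounds that restore growth of yeast expressing TDP-43 appear as activators. Cells (OD600=0.02, galactose medium, raffinose-pregrown) are incubated with compound 24 hr at 30 deg C and growth is quantified by BacTiter-Glo.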
FUS suppressor: FUS proteinopathy suppression in yeast. S. cerevisiae FUS-expressing, growth rescue, OD600, 24 h. Potency, µM (top dose mostly 76.6 µM), inactives show top-dose growth rescue (activation), most hits filed as activators. 390,000 compounds, 0.24% hits. AID 1347120;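 further: plate controls were DMSO vehicle for no effect and reference control for full effect; nearly all actives have a fitted effect of over 55% in size; some results filed as inactive show a strong effect at the top dose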
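S. cerevisiae expressing FUS from galactose induction served as the toxicity model. Growth after 24hr at 30C, read as absorbance at 600 nm, indicates suppression of toxicity; compounds dosed at several concentrations.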
EPAC2 agonist: EPAC2 (human) agonism | 360,000 compounds, 0.079% hits | Potency, µM (series often up to 154 µM), inactives show top-dose activation, usual class: activators | EPAC2 activation, biochemical qHTS; response scale: 100% = 6.5 mM cAMP response | AID 720711 | Q8WZA2; further: nearly all actives have a fitted effect of over 50% in size
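Guanine nucleotide exchange by EPAC2 is measured as reduced fluorescence of BODIPY-GDP once it is released from 250 nM Rap1B. Plates are read kinetically for 30 min at room temperature; results are scaled to 6.5 mM cAMP.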
* marks the source's active call; other numbers are inactive results; i = inactive; u = inconclusive; x = not tested or not shown; [ ] = another dose, or the depositor's remark. The call rests on the fitted dose curve; in most records, active means well fitted curve in the direction sought with a large enough effect; inconclusive means small, poorly fitted or top-dose-only effect, or another doubt; inactive means no such curve, though single readings can be large; an effect the other way counts as inactive or inconclusive. Potency means the concentration at half of the fitted maximal effect. Only part of the results is shown (hit frequency here may not be typical).

SMILES	EPAC1 ag	EPAC2 antagonist	PTHR1 agonist	EPAC1 antagonist	aSyn yeast inh	TDP-43 yeast inh	FUS suppressor	EPAC2 agonist
Cc1cc(C)c(S(N)(=O)=O)c(C)c1-n1cnnn1	-1%	0%	i	3%	-1%	-4%	-5%	-9%
CCN(CC(=O)Nc1ccc2c(c1)OCCO2)S(=O)(=O)c1ccc(C)cc1	8%	-4%	-2%[57.5 µM]	0%	5%	-2%	17%	3%
COCCN(C(=O)COC(=O)c1cnc(C)cn1)c1c(N)n(Cc2ccccc2)c(=O)[nH]c1=O	-9%	3%	-2%	-6%	1%	-30%	25%	4%
COc1cc(S(=O)(=O)Nc2ccccc2C(=O)N2CCCC2)ccc1NC(C)=O	3%	16%	i	15%	4%	11%	-1%	3%
O=C(O)c1ccccc1C(=O)Nc1ccccc1[N+](=O)[O-]	1%	-5%	-2%	-33%	5%	-13%	5%	1%
CC(C)(C)C1CCc2onc(C(=O)N3CCOCC3)c2C1 (centres undefined)	3%	-2%	-12%[57.5 µM]	1%	6%	-4%	33%	1%
CCCCn1c(N)c(N(CC(C)C)C(=O)CSCc2c(C)noc2C)c(=O)[nH]c1=O	-14%	-4%	i	-13%	-3%	0%	10%	-12%
NC(=O)C1CCN(CCCNC2CC(=O)N(Cc3ccc(N4CCCC4=O)cc3)C2=O)CC1 (centres undefined)	2%	-2%	-21%	u	u	4%	-4%	4%
O=[N+]([O-])c1cccc(S(=O)(=O)Nc2ccc(Cc3ccncc3)cc2)c1	1%	3%	-33%[inhibitor]	-12%	-3%	4%	-14%	11%
CN1CCN(C(=O)c2ccc3c(=O)n(CCc4ccccc4)c(=S)[nH]c3c2)CC1	-3%	11%	i	18%	2%	0%	10%	-10%
COc1ccc(NS(=O)(=O)c2cc(NC(=O)C3CCCO3)ccc2N2CCCCC2)cc1 (centres undefined)	8%	-16%	-28%	u	13%	5%	43%	10%
CC(=O)Oc1c(-c2ccco2)oc2ccccc2c1=O	0%	-1%	i	-8%	-25%	-7%	0%	-2%
CC(C)(O)C#Cc1ccc(CN2CCN(Cc3ccccc3)C(CCO)C2)cc1 (centres undefined)	-2%	14%	-5%	8%	0%	-18%[0.397 µM]	20%	-6%
Cc1ccc(NS(=O)(=O)c2ccc3[nH]c(=O)[nH]c3c2)c(C)c1	1%	1%	-4%	11%	7%	-11%	7%	-4%
CCNC(=S)N1CCC(NC(=O)C2CCCCC2)CC1	1%	15%	-12%	11%	2%	4%	7%	3%
Cc1ccc(S(=O)(=O)N2CCOCC2)cc1NC(=O)COC(=O)c1cnccn1	12%	-9%	i	7%	-4%	11%	0%	1%
CCCS(=O)(=O)N1CCCC(C(=O)NCCN2CCOCC2)C1 (centres undefined)	-5%	12%	-5%[57.5 µM]	2%	1%	6%	-16%	1%
N#Cc1c(NC(=O)C2CC(c3ccccc3O)=NO2)sc2c1CCC2 (centres undefined)	11%	-7%	-28%	-25%	0%	24%	x	8%
CCN1C(Nc2ccccc2)=NC[C@@H]1CC(C)C	9%	14%	i	-1%	-12%	15%	-17%	-1%
Cn1c(-c2ccccc2)cnc1NCc1ccccc1	3%	-8%	i	u	0%	7%	-19%	5%
CCN(CC)S(=O)(=O)c1ccc2c(c1)N(CC(=O)N(CCc1ccncc1)C(C)C)C(=O)CO2	-11%	8%	i	-4%	0%	1%	1%	-1%
Cc1ccc(NC(=O)CCS(=O)(=O)c2cc3c(cc2Cl)NC(=O)CO3)cc1	-2%	-7%	0%	-12%	-6%	-2%	5%	11%
Cc1cccc(NC(=O)CNC(=O)CSc2ncccn2)c1C	-7%	5%	i	-3%	-1%	9%	x	-1%
CC(OC(=O)CNC(=O)c1cccc(F)c1)C(=O)NC1CCCCC1C (centres undefined)	-20%	0%	i	-4%	0%	4%	28%	-5%

Copied from the list:
aSyn yeast inh, Cc1cccc(NC(=O)CNC(=O)CSc2ncccn2)c1C → -1%
TDP-43 yeast inh, CC(OC(=O)CNC(=O)c1cccc(F)c1)C(=O)NC1CCCCC1C (centres undefined) → 4%
EPAC2 antagonist, N#Cc1c(NC(=O)C2CC(c3ccccc3O)=NO2)sc2c1CCC2 (centres undefined) → -7%

The results go on.
SMILES	EPAC1 ag	EPAC2 antagonist	PTHR1 agonist	EPAC1 antagonist	aSyn yeast inh	TDP-43 yeast inh	FUS suppressor	EPAC2 agonist
CC(OC(=O)C1CCN(c2ccc(C(F)(F)F)cn2)CC1)C(=O)Nc1ccc(S(N)(=O)=O)cc1 (centres undefined)	-22%	-3%	-81%[inhibitor]	-12%	4%	18%	x	-11%
C/C(CC(=O)Nc1ccc(C)c(Cl)c1)=N\NC(=O)c1ccncc1	8%	1%	-19%	16%	16%	23%	31%	0%
Cc1cccnc1NC(=O)c1ccc2nc(N)sc2c1	1%	-3%	-12%[57.5 µM]	11%	-3%	-10%	-12%	-4%
Cc1[nH]nc2c1C(c1ccsc1)C(C#N)=C(N)O2 (centres undefined)	12%	0%	i	-12%	5%	-11%	-4%	9%
COc1ccc(N(CC(=O)Nc2ccccc2OC)S(=O)(=O)c2ccc(OC)c(OC)c2)cc1	18%	10%	-4%	-21%	-5%	7%	u	18%
C[C@@H]1CN([C@H](C)CO)C(=O)Cc2cc(NC(=O)CCC(F)(F)F)ccc2O[C@@H]1CN(C)C(=O)Nc1ccccc1	15%	18%	-21%	-7%	-9%	9%	-14%	-9%
Cc1ccc(C2/C(=C(\O)c3ccc4c(c3)OCCO4)C(=O)C(=O)N2Cc2cccnc2)cc1 (centres undefined)	11%	-13%	i	1%	1%	3%	15%	-6%
CCOC(=O)N1CCN(C(=O)c2ccc(N(C)S(=O)(=O)c3ccc(C)cc3)cc2)CC1	11%	-10%	-8%	10%	5%	19%	19%	8%
CCN(c1ccccc1)S(=O)(=O)c1ccc(OC)c(NS(=O)(=O)c2cccs2)c1	0%	-11%	-9%	-5%	-10%	9%	23%	17%
COc1ccccc1NC(=O)CN1CC(=O)Nc2ccccc21	-3%	2%	i	3%	0%	12%	-11%	-8%
Cc1ccc(S(=O)(=O)Nc2nnc(C3CCCCC3)s2)cc1	0%	-4%	i	15%	26%	10%	4%	0%
Cn1nnnc1SCC(=O)Nc1ccc2c(c1)OCCO2	6%	2%	-34%[inhibitor]	0%	0%	-6%	-34%	7%
COCCNC(=S)N1CCc2cc(OC)c(OC)cc2C1c1cccs1 (centres undefined)	-2%	-4%	-12%	-6%	2%	-1%	8%	5%
Cc1cc(C)c2c(n1)nn1c(C3CC3)cc(C(F)(F)F)nc21	6%	5%	-19%	-8%	4%	11%	x	10%
COC(=O)c1ccccc1S(=O)(=O)N1CCC(C(=O)OC(C)C(=O)NC(N)=O)CC1 (centres undefined)	0%	-4%	i	-1%	-2%	3%	-22%	6%
Clc1ccc(/C=N/NC(=Nc2ccccc2)c2ccccn2)c(Cl)c1	10%	1%	i	3%	-15%	u	x	0%
O=c1[nH]c(-c2ccccc2Cl)nc2c1sc(=S)n2-c1ccccc1	-1%	-14%	-5%	-2%	-6%	-4%	-17%	0%
CCOC(=O)C1C(c2cccs2)NC(=O)NC1(O)C(F)(F)F (centres undefined)	6%	8%	u	28%	-5%	-12%	1%	-2%
N/C(=N\OC(=O)c1ccc(Cl)c([N+](=O)[O-])c1)c1ccccc1	-12%	3%	-23%	-21%	5%	13µM*	-11%	8%
Cc1ccc(N/C=C/C(=O)c2cccs2)cc1	7%	4%	-34%	-5%	4%	5%	-6%	6%
CC(C)(C)CN1CCNC(=O)C1CC(=O)NCCN1CCCc2ccccc21 (centres undefined)	-6%	5%	-1%	-13%	3%	-1%[9.22 µM]	30%	1%
CCCCC(=O)N=c1sc2cc(S(C)(=O)=O)ccc2n1C	-16%	15%	-17%	12%	-1%	-17%	x	2%
COc1ccc(C(=O)/C(C#N)=N/Nc2cccc([N+](=O)[O-])c2)cc1	-12%	-18%	-51%[inhibitor]	-22%	1%	6%	9%	0%
CC(C)(C)OC(=O)N1CCC(c2c(C(=O)NC3CC3)cnn2-c2ccc(Cl)cc2)CC1	-8%	-2%	-22%	-30%	8%	2%	u	-6%

Compound profiles (already shown):
C/C(CC(=O)Nc1ccc(C)c(Cl)c1)=N\NC(=O)c1ccncc1 in the list: EPAC1 ag: 8%; EPAC2 antagonist: 1%; PTHR1 agonist: -19%; EPAC1 antagonist: 16%; aSyn yeast inh: 16%; TDP-43 yeast inh: 23%; FUS suppressor: 31%; EPAC2 agonist: 0%
N#Cc1c(NC(=O)C2CC(c3ccccc3O)=NO2)sc2c1CCC2 (centres undefined) in the list: EPAC1 ag: 11%; EPAC2 antagonist: -7%; PTHR1 agonist: -28%; EPAC1 antagonist: -25%; aSyn yeast inh: 0%; TDP-43 yeast inh: 24%; FUS suppressor: x; EPAC2 agonist: 8%

(further entries)
SMILES	EPAC1 ag	EPAC2 antagonist	PTHR1 agonist	EPAC1 antagonist	aSyn yeast inh	TDP-43 yeast inh	FUS suppressor	EPAC2 agonist
Cc1cc([N+](=O)[O-])nn1Cc1noc(C(=O)NCc2ccc3c(c2)OCO3)n1	-5%	2%	i	9%	4%	3%	8%	0%
Cc1nn(CC(=O)Nc2ccc3c(c2)CCC3)c(C)c1[N+](=O)[O-]	-15%	4%	-6%	9%	2%	4%	x	-4%
COc1ccc(CCNC(=O)NC2CCCCC2)cc1OC	3%	-4%	i	-12%	1%	0%	35%	8%
Cc1ccccc1CN1CCC(C(=O)Nc2ccc(Oc3cccnc3)cc2)CC1	0%	1%	-2%	27%	-2%	5%	15%	0%
O=C(CN(C(=O)CCC(=O)Nc1nccs1)c1ccc2c(c1)OCCO2)NCc1ccco1	13%	-4%	i	-14%	6%	3%	-3%	7%
COc1ccc(-n2c(SCC(=O)N3CCCCC3)nnc2-c2cccnc2)cc1	6%	-1%	i	-3%	0%	0%	15%	2%
CC(=O)Nc1c(C)cc(OCC(=O)O)cc1C	2%	5%	u	-19%	-3%	-27%	2%	6%
CCOC(=O)N1CCN(C(=O)/C=C/c2ccc(OC)c(OC)c2)CC1	1%	14%	-17%	-8%	-2%	-10%	-14%	9%
Clc1ccc(Cc2nnc(-c3ccccc3Br)o2)cc1	-8%	-28%	i	-10%	1%	u	12%	13%
COC(=O)N1CC=CC1(C)C(=O)NCc1cc(F)cc(C(F)(F)F)c1 (centres undefined)	-7%	-5%	-25%	-7%	-6%	-11%	-9%	1%
COc1ccc(C(=O)Nn2cnc3scc(-c4cccs4)c3c2=O)c(O)c1	-8%	-1%	-2%	1%	-1%	8%	28%	-4%
